TRPC4 PAM: positive allosteric modulators of TRPC4, primary screen, cell-based, mouse TRPC4beta, HEK293 mu-opioid, Fluo-4 calcium; B-score at 10 µM; DAMGO EC20, Fluo-4 Ca2+ flux; active compounds read high; Short transient receptor potential channel 4 (Mus musculus), Q9QUQ5; AID 2227, 2009; 0.42% of 310,000 active;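 active = B-score of calcium response area above 5 SD of library B-scores, with initial fluorescence ratio within 5 SD of library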;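 also: B-score of integrated fluorescence ratio over time as area under calcium response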
Platelet DG rel: inhibitors of platelet dense granule secretion, primary screen, cell-based, MLPCN, human platelets. 0.22% of 300,000 active. inhibition, %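 (compounds screened at 7.5 µM in platelet-rich plasma)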. human platelet-rich plasma, SFLLRN dense granule ATP release, luminescence;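 active = mean replicate score, as percent of positive control, at or above 50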
KCNK9 block: KCNK9 potassium channel inhibitors, primary screen, HEK293 cells, thallium flux; FluxOR thallium flux fluorescence; active compounds read low; 1.2% of 310,000 active; Potassium channel subfamily K member 9 (Homo sapiens), Q9NPC2; B-score at 10 µM;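 active = ratio B-score over 3 SD below the library mean, with starting fluorescence within 5 SD of its mean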;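 also: negative B-score means less thallium flux so channel inhibition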
KCNQ1 pot: potentiators or activators of KCNQ1 channel, primary screen, cell-based, thallium flux, high-throughput | Potassium voltage-gated channel subfamily KQT member 1 (Homo sapiens), P51787 | B-score at 10 µM | CHO-K1 KCNQ1, thallium flux FluxOR fluorescence; active compounds read high | AID 2648, 2010 | 0.35% of 310,000 active;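 active = fluorescence ratio B-score, a plate-corrected score, at least three library SD, with initial intensity B-score within 5 SD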
Target sequence (P51787 whole entry, looked up): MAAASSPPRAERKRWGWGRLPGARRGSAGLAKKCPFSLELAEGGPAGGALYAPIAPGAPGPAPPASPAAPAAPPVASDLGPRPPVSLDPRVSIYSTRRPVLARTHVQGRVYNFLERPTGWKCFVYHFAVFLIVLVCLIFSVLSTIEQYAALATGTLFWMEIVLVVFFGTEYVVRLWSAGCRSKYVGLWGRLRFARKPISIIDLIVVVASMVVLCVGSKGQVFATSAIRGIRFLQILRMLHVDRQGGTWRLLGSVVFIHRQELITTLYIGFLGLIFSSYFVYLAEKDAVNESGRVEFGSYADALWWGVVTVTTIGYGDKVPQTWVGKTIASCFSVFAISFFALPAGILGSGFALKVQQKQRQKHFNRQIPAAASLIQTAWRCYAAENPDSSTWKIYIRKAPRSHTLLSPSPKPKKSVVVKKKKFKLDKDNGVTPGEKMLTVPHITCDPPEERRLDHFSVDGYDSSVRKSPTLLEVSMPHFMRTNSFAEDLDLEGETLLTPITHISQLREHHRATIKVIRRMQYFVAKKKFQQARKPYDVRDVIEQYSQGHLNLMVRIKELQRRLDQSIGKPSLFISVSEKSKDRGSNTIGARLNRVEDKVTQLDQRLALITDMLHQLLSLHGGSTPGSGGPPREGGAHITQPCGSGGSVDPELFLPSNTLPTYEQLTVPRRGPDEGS
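Test system: CHO-K1 cells stably expressing KCNQ1 / Medium: assay buffer / Also added: depolarizing K+/Tl+ stimulus, K2SO4 and Tl2SO4 each 12.5 mM in 5x stock / Incubation: 90 min dye loading and 20 min compound exposure, both at room temperature / Signal: thallium influx via FluxOR fluorescence, kinetic imaging / Evaluation: B score of baseline-normalized fluorescence ratio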
hERG protect: hERG rescue from dofetilide block, primary screen, cell-based, CHO-hERG, FluxOR thallium flux, dofetilide IC70; Voltage-gated inwardly rectifying potassium channel KCNH2 (Homo sapiens), Q12809; 0.51% of 310,000 active; dofetilide IC70 present; activation (rescue from dofetilide block), less the hit threshold, % at 10 µM;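 active = activation above the mean of controls blocked by dofetilide plus 5 SD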;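 also: thallium influx through hERG after potassium depolarization seen as dye fluorescence rise; in these data hits start at about 4.7%; inactives centre near -7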
KCNK3 inh: human KCNK3 channel inhibitors, primary screen, CHO cells, FluxOR thallium flux, B-score | Potassium channel subfamily K member 3 (Homo sapiens), O14649 | FluxOR fluorescence; active compounds read low | B-score at 10 µM | 0.84% of 340,000 active | AID 602410, 2012;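 active = B-score under library mean minus 4 SD, starting fluorescence ratio at most library mean plus 5 SD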;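 also: more negative B-score means stronger inhibition of thallium flux through KCNK3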
Target sequence (O14649 whole entry, looked up): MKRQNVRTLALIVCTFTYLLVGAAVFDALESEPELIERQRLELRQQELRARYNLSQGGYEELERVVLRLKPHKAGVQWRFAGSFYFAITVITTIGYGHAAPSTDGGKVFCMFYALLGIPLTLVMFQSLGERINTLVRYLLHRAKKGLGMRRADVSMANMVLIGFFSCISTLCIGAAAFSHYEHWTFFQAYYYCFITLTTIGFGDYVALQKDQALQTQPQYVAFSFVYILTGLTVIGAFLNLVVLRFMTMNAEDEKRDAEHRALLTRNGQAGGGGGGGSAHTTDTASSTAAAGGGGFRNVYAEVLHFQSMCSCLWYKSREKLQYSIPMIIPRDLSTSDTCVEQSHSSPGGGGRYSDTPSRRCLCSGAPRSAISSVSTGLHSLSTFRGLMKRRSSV
PolyA inh: polyadenylation inhibitors in yeast reporter cells, primary screen, luminescence, S. cerevisiae; S. cerevisiae SKY197-pL101 polyadenylation reporter, beta-gal luminescence; efflux-impaired pdr1/pdr3 knockout yeast; score 100 = 6 SD above DMSO; calls only at 12 µM; 0.02% of 300,000 active;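 active = lowest replicate activity score at least 50, where 100 means six control SD above control mean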;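 also: yeast exposed to compound for 9 h at 30 °C; higher score means more reporter readthrough which indicates perturbed polyadenylation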
TRPC4 agonist: activators of mouse TRPC4 channel, primary screen, Fluo4 calcium, HEK293 TRPC4beta/mu-opioid cells; 0.49% of 310,000 active; AID 2237, 2010; Fluo4 calcium fluorescence; active compounds read high; B-score at 10 µM;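 active = B-score above 5 SD of library B-scores, and initial fluorescence ratio not above library mean plus 5 SD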;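 also: positive B-score marks a calcium rise read as TRPC4 activation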
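Assay system: HEK293 stable line with TRPC4beta plus mu-opioid receptor; schedule: 45 min room-temperature Fluo4 loading, 110 s read; technique: kinetic Fluo4 calcium fluorescence; evaluation: integrated baseline-normalised fluorescence ratio, converted to per-well B score; controls: buffer (low) and maximal DAMGO (high)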
TRPC4 inh: inhibitors of mouse TRPC4 channel, primary screen, Fluo4 calcium, HEK293 TRPC4beta/mu-opioid cells | Short transient receptor potential channel 4 (Mus musculus), Q9QUQ5 | DAMGO-evoked Fluo4 calcium flux; active compounds read low | B-score at 10 µM | 0.39% of 300,000 active;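 active = B-score over 3 SD under the library average, no early fluorescence shift, positive overall ratio signal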
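Assay system: Stable TRPC4beta/mu-opioid receptor HEK293 cells | Reagent: DAMGO in two steps, submaximal then maximal | Compound dosing: Single concentration per test compound | Signal: Fluo4 Ca2+ flux fluorescence | Evaluation: Per-well B score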
Dyrk1A ADPGlo: rat Dyrk1A kinase inhibitors, primary screen, biochemical, single point, plate reader | Dual specificity tyrosine-phosphorylation-regulated kinase 1A (Rattus norvegicus), Q63470 | ADP-Glo luminescence, NFATc1 peptide | inhibition, % at 12.5 µM | 0.43% of 310,000 active | AID 504441, 2011; in the data active = inhibition above about 50%;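 also: plate controls were vehicle with enzyme for no effect and no enzyme for full effect; many of its hits are not listed in these tables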
KCNQ1 block: inhibitors of human KCNQ1 channel, primary screen, cell-based, thallium flux, high-throughput. Potassium voltage-gated channel subfamily KQT member 1 (Homo sapiens), P51787. CHO-K1 KCNQ1, FluxOR thallium flux fluorescence; active compounds read high. B-score at 10 µM. 1.3% of 310,000 active;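 active = compounds whose thallium flux B-score, printed positive for inhibition, exceeds three library SD while starting fluorescence stays within three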;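 also: channel opened by potassium depolarization with thallium stimulus after 20 min compound exposure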
* hit, by the source's call; i = inactive; . = no result given.

Results follow in this order: TRPC4 PAM | KCNQ1 block | KCNK3 inh | KCNQ1 pot | hERG protect | PolyA inh | Dyrk1A ADPGlo | Platelet DG rel | TRPC4 agonist | TRPC4 inh | KCNK9 block
#1 COc1ccc2c(c1)CC/C(=C\C=C\c1ccccc1OC)C2=O
→ i | i | i | i | -14 | i | -1 | -1 | i | i | i
#2 COc1ccccc1NC(=O)CCN1CCN(C)CC1
→ i | i | i | i | -19 | i | -1 | -6 | i | i | i
#3 COc1ccccc1C(=O)NC(=O)COc1ccc(Cl)cc1Cl
→ i | i | i | i | -8 | i | 7 | -3 | i | i | i
#4 C/C(=N\OCc1ccc(C#N)cc1)c1cc2ccccc2o1
→ i | i | i | i | -10 | i | 4 | -2 | i | i | i
#5 CC1CCc2nc(NC(=O)C3CCCO3)sc2C1 (stereo not given)
→ i | i | i | i | -6 | i | 12 | -4 | i | . | i
#6 O=C(O)C1C2CCC(C2)C1C(=O)Nc1ccc(Cl)c(Cl)c1 (stereo not given)
→ i | i | i | i | -13 | i | 6 | -10 | i | i | i
#7 C/C(=N\NC(=O)c1ccco1)c1ccc(NC(=O)c2ccccc2)cc1
→ i | i | i | i | -8 | i | 1 | 0 | i | i | i
#8 COc1ccc(NS(=O)(=O)c2cc3c(cc2C)N(C(C)=O)CCO3)cc1OC
→ i | i | i | i | -12 | i | -3 | 1 | i | i | i
#9 Cc1ccccc1-c1nc(CS(=O)(=O)CC(=O)NCCCN2CCN(C)CC2)c(C)o1
→ i | i | i | i | -6 | i | 3 | -3 | i | i | i
#10 CCN(C(=O)c1cc2c(s1)-c1ccccc1OC2)c1cc(OC)ccc1OC
→ i | 7* | -14* | i | -7 | i | 12 | 16 | i | i | -17*
#11 O=C(NCCc1csc(-c2ccccc2)n1)c1ccc(Br)o1
→ i | i | -11* | i | -19 | i | 36 | -3 | i | i | i
#12 C[C@H](NC(=O)c1[nH]cnc1C(=O)Nc1ccccc1)C(=O)OC(C)(C)C
→ i | i | i | i | -8 | i | 10 | 8 | i | i | i
#13 COC(=O)Cc1ccc(NC(=S)NNC(=O)C2CC2)cc1
→ i | i | i | i | -7 | i | 7 | -9 | i | i | i
#14 CC(Oc1ccc(Br)cc1)C(=O)N1CCN(c2ccccn2)CC1 (stereo not given)
→ i | i | i | i | -10 | i | . | -1 | i | i | i
#15 CCCn1c(C(C)NC(C)=O)nc2ccccc21 (stereo not given)
→ i | i | i | i | -2 | i | -2 | -1 | i | i | i
#16 O=C1CCN(Cc2ccc(O)cc2)CCN1[C@H](CO)c1ccccc1
→ i | i | i | i | -5 | i | 4 | 0 | i | i | i
#17 CCc1ccc(NC(=O)CC2C(=O)NCCN2C(=O)c2ccc(F)cc2)cc1 (stereo not given)
→ i | i | i | i | -9 | i | . | 10 | i | i | i
#18 COc1ccc(N2CCN(CCNC(=O)CCC(=O)NNc3nc4ccccc4c4nc(C)nn34)CC2)cc1
→ i | i | i | i | -3 | i | -3 | -27 | i | i | i
#19 CCCCCn1c(CN2CCN(Cc3ccccc3)CC2)nc2c1c(=O)n(C)c(=O)n2C
→ i | i | i | i | -9 | i | 11 | -2 | i | i | i
#20 O=C(c1c[nH]c2ccc(S(=O)(=O)N3CCOCC3)cc2c1=O)N1CCN(c2ccccn2)CC1
→ i | i | i | i | -4 | i | -2 | -3 | i | i | i
#21 COCCNC(=O)C(c1ccc(F)cc1)N(CCOC)C(=O)CCC(=O)Nc1ccccn1 (stereo not given)
→ i | i | i | i | -10 | i | -8 | -6 | i | i | i
#22 Cc1ccc(SCC(=O)O/N=C(\N)c2cccc([N+](=O)[O-])c2)cc1
→ i | i | i | i | -8 | i | 4 | 3 | i | i | i
#23 CCN(CC)S(=O)(=O)c1cccc(-c2nnc(SCC(=O)NC3CCCCCCC3)n2N)c1
→ i | i | i | i | -23 | i | -3 | -5 | i | i | i
#24 O=C(c1ccc(Cl)cc1)C(Cn1cncn1)C(Sc1ccccc1)c1ccccc1 (stereo not given)
→ i | i | i | i | -11 | i | 6 | 10 | i | i | i
#25 CC(C)(C)NC(=O)COC(=O)CCC(=O)c1cccs1
→ i | i | i | i | -9 | i | . | 7 | i | i | i
#26 CC1CC(=O)c2c(cc3c(-c4c(O)cc(O)c5c(O)c6c(cc45)OC(C)CC6=O)c(O)cc(O)c3c2O)O1 (stereo not given)
→ i | i | i | i | -6 | i | 2 | 5 | i | i | i
#27 CC1CN(C2CCN(C(=O)COc3ccccc3)CC2)CC(C)O1 (stereo not given)
→ i | i | i | i | 0 | i | -3 | . | i | i | i
#28 CC(=O)c1ccc(NC(=O)c2sc3nc4n(c(=O)c3c2C)CCCCC4)cc1
→ i | i | i | i | -7 | i | -5 | -1 | i | i | i
#29 CCCCC(=O)Nc1ccc(NC(=S)NC(=O)CC)cc1OC
→ i | i | i | i | -10 | i | -3 | 14 | i | i | i
#30 CC(C)C(NC(=O)c1ccc2c(c1)OCO2)C(=O)N/N=C\c1ccco1 (stereo not given)
→ i | i | i | i | -1 | i | 6 | -3 | i | i | i
#31 Cc1c(C(=O)NNC(=O)c2ccncc2)oc2ccc(Br)cc12
→ i | i | i | i | -6 | i | 36 | -13 | i | i | i
#32 Cc1ccc(-n2c(=O)cc(N3CC(C)OC(C)C3)[nH]c2=O)cc1 (stereo not given)
→ i | i | i | i | -5 | i | -3 | 19 | i | i | i
#33 Cc1ccc(NC(=O)CN(c2ccc(Cl)cc2)S(=O)(=O)c2cc([N+](=O)[O-])ccc2Cl)cc1
→ i | i | i | i | -13 | i | 6 | 18 | i | i | i
#34 COc1cccc(C2C(C#N)=C(N)OC(C(C)(C)C)=C2C#N)c1 (stereo not given)
→ i | i | i | i | -4 | i | 11 | -2 | i | i | i
#35 CCOC(=O)c1c(NC(=O)Cc2ccccc2)sc2c1CC(C)(C)NC2(C)C
→ i | i | i | i | -13 | i | 0 | -15 | i | i | i
#36 O=C(Nc1cccc2nsnc12)c1cccnc1Cl
→ i | i | i | i | -5 | i | 8 | 12 | i | i | i
#37 Cc1ccc(S(=O)(=O)c2c(N)n(C)c3nc4ccccc4nc23)cc1
→ i | i | i | i | -3 | i | -6 | -15 | i | i | i
#38 CCc1ccc(C(C)NC(=O)Cc2ccc(F)cc2)cc1 (stereo not given)
→ i | i | i | i | -2 | i | -1 | -2 | i | i | i
#39 O=C(CN1CCc2ccccc2C1)Nc1ccc(OC(F)(F)F)cc1
→ i | i | i | i | -3 | i | 6 | -4 | i | i | i
#40 Cc1cc(C(=O)NNC(=S)NCC2CCCO2)cs1 (stereo not given)
→ i | i | i | i | -9 | i | -5 | 3 | i | i | i
#41 Brc1ccccc1OCCCCN1CCCCC1
→ i | i | i | i | -6 | i | 7 | -4 | i | i | i
#42 CCCC(C)c1nnc(NC(=O)C2CCCO2)s1 (stereo not given)
→ i | i | i | i | -12 | i | . | -1 | i | i | i
#43 O=S(=O)(NCCc1ccccc1)c1cnc(Cl)c(Br)c1
→ i | i | i | i | -5 | i | -2 | 3 | i | i | i
#44 COc1ccc(/C=C/CN2CCN(CC(C)C)C(CCO)C2)cc1 (stereo not given)
→ i | i | i | i | -6 | i | 3 | -2 | i | i | i
#45 O=S(=O)(c1ccc(Cl)cc1)N1CCN(CCc2ccncc2)CC1
→ i | i | i | i | -3 | i | -1 | 1 | i | i | i
#46 O=C(O)CCCC(=O)N1N=C(c2ccccc2)CC1c1cccs1 (stereo not given)
→ i | i | i | i | -7 | i | 0 | 2 | i | i | i
#47 CC(CCc1ccccc1)NC(=O)Cn1cccc1C(=O)c1ccccc1 (stereo not given)
→ i | i | i | i | -11 | i | 3 | 2 | i | i | i
#48 COc1ccc(Cl)cc1NC(=O)COC(=O)CCCC1=NS(=O)(=O)c2ccccc2N1
→ i | i | i | i | -5 | i | 10 | -6 | i | i | i
#49 Cc1cc([N+](=O)[O-])nn1CC(=O)NCCCN1CCOCC1
→ i | i | i | i | -1 | i | -4 | -2 | i | i | i
#50 COCC(=O)NCCSc1c(C)[nH]c2ccccc12
→ i | i | i | i | -8 | i | 10 | 2 | i | i | i
#51 CCC(=O)Nc1cc(-c2nn(C)c(=O)c3ccccc23)ccc1N1CCCCC1
→ i | i | i | i | -9 | i | 15 | 9 | i | i | i
#52 Cn1c(N)c(C(=O)c2ccc(C#N)cc2)c(=O)n(C)c1=O
→ i | i | i | i | -9 | i | -4 | 1 | i | i | i
#53 CC(=O)Nc1ccc(S(=O)(=O)NCC(=O)OCC(=O)c2cc(C)n(-c3ccc4c(c3)OCO4)c2C)cc1
→ i | i | i | i | -7 | i | -3 | -3 | i | i | i
#54 Cc1cccc(/C=C2\Oc3cc(OS(C)(=O)=O)ccc3C2=O)c1
→ i | i | i | i | -4 | i | 4 | 5 | i | i | i
#55 Cc1c(NC(=O)CSc2ccccc2C(=O)Nc2cccnc2)c(=O)n(-c2ccccc2)n1C
→ i | i | i | i | -8 | i | 5 | -3 | i | i | i
#56 COC(=O)C1=C(C)N(C)C(=S)NC1c1ccc(OC)cc1OC (stereo not given)
→ i | i | i | i | -1 | i | -3 | 6 | i | i | i
#57 O=C(NCCc1cn2ccccc2n1)c1cc(COc2c(F)cccc2F)on1
→ i | i | i | i | -6 | i | 0 | -1 | i | i | i
#58 O=C(NCC(c1ccco1)N1CCc2ccccc21)C(=O)Nc1ccc(F)cc1F (stereo not given)
→ i | i | i | i | -8 | i | -2 | . | i | i | -14*
#59 COc1ccccc1CNC(=O)c1[nH]c(C)c(C(C)=O)c1C
→ i | i | i | i | -4 | i | -4 | -2 | i | i | i

Bioassay records (PubChem BioAssay)

These rows are one share of the data (hit frequency here may not be typical).
